Assay outcomes: PubChem, several laboratories
STK33 kinase inh – inhibitors of human STK33 kinase. actives 0.073% (n = 320,000). inhibition, % at 10 µM. Q9BYT3. purified STK33, MBP phosphorylation, ADP-Glo luminescence;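 active = inhibition at or above 25%, using the most active replicate where run in duplicate; inactive = inhibition below 25%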
Target sequence (Q9BYT3 whole entry, looked up): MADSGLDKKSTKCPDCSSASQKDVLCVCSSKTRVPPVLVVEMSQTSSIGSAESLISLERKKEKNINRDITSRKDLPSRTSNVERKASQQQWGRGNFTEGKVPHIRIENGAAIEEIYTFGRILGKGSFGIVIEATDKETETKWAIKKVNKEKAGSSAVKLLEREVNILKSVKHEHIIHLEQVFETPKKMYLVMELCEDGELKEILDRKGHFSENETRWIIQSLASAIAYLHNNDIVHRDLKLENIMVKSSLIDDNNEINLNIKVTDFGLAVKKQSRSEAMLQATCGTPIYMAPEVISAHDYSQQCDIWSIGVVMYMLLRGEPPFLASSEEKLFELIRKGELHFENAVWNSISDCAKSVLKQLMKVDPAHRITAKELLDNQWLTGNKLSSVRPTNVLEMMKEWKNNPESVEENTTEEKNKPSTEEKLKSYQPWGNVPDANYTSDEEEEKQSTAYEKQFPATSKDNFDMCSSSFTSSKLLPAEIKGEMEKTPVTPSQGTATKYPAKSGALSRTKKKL
OX1R antag – blocks the human orexin 1 receptor | O43613 | OX1R-expressing cells, FRET antagonist read-out | inhibition, % at 6.6 µM | actives 1.8% (n = 330,000) | AID 485270; in the data active = inhibition mostly above about 38%, no sharp cut-off; inactive = mostly below about 40%;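 note: 0% = agonist challenge alone and 100% = reference antagonist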
Target sequence (O43613 whole entry, looked up): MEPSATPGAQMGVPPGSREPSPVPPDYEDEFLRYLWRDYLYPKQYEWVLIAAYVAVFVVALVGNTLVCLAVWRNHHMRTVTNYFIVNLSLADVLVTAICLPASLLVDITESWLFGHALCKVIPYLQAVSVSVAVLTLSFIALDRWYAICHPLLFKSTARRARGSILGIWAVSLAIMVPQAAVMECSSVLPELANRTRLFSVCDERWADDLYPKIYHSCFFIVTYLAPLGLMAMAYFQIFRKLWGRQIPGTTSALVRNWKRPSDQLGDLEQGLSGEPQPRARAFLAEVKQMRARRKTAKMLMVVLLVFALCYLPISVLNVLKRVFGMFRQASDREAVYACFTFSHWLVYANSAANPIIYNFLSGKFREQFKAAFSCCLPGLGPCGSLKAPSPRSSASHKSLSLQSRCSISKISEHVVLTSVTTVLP
An asterisk follows results filed as active; . = no result given.

molecule | STK33 kinase inh | OX1R antag
Cc1ccc2nc(C)cc(C(=O)N3CCCC(N4CCN(c5ccccc5C)CC4)C3)c2c1 (stereo unspecified) | 1.7 | 5
CC(Oc1ccccc1)C(=O)Nc1nc2c(s1)C(=O)CC(C)(C)C2 (stereo unspecified) | -1.9 | 1
CC1C(=O)N2CCCc3cc(S(=O)(=O)N4CCN(c5cccc(Cl)c5)CC4)cc1c32 (stereo unspecified) | 0.0 | 26
CC(=O)Nc1ccc(OCc2cnc(Cl)s2)cc1 | -5.1 | 18
CN1C/C(=N\S(=O)(=O)c2ccccc2)N(C)C1=O | -1.5 | 12
Cc1ccc2c(c1)N(S(=O)(=O)c1ccc(CN3C(=O)c4cccnc4C3=O)cc1)CCO2 | 8.3 | 15
CC(C)Cc1nc2ccccc2n1CCc1ccccc1 | -0.2 | 19
CCN(CC)S(=O)(=O)c1cc([N+](=O)[O-])ccc1N1CCC(C(N)=O)CC1 | -1.4 | 29
CCOC(=O)C1=NN(C(C)=O)C2(CC(=O)N(c3ccc(C)c(C)c3)C2=O)C1 (stereo unspecified) | -2.0 | 12
COc1ccc2oc(C(=O)NNC(=O)c3ccc(F)cc3)c(C)c2c1 | -0.1 | -4
COc1cccc(C(=O)OCCCOC(=O)c2cccc(OC)c2OC)c1OC | -1.9 | 15
Cc1cc(-c2ccccc2)nc(N(C)NC(=O)c2cccc(C(F)(F)F)c2)c1S(C)(=O)=O | -0.6 | 9
NC(=O)C1CCN(C(=O)CCSc2ccccc2)CC1 | 1.2 | -2
CCOC(=O)c1cncc(C#CCOC(=O)Nc2ccc(OC(F)(F)F)cc2)c1 | -1.3 | 10
CCCCNS(=O)(=O)c1ccc2nc(-c3cccnc3)cc(C(=O)NC(C)C)c2c1 | -1.8 | 5
CCOC(=O)C(NC(=O)NCc1cccc(C(F)(F)F)c1)(OCC)C(F)(F)F (stereo unspecified) | -0.4 | 28
CC(C)CCN(C(=O)CNC(=O)c1cccs1)C(C(=O)NC1CCCCC1)c1cccnc1 (stereo unspecified) | 0.2 | 13
O=C(N/N=C/c1ccc(O)cc1)c1csc2ccccc12 | 1.2 | 11
Cc1ccc2cc(C)c3nnc(SCC(=O)c4cccs4)n3c2c1C | -3.0 | 45*
COC(=O)c1ccc(NC(=O)CCn2cccc2)cc1 | 0.6 | -5
CCCCC(=O)Oc1cc(C)[nH]c(=O)c1[N+](=O)[O-] | -2.6 | 15
NNC(=O)c1cc2c(N3CCC(Cc4ccccc4)CC3)ncnc2s1 | 3.1 | 8
O=C(c1ccc(Br)o1)N(Cc1ccccc1)Cc1ccccc1 | 0.2 | 24
COc1ccc(S(=O)(=O)N2CCC(C(=O)NC(C)CCc3ccccc3)CC2)cc1 (stereo unspecified) | -0.4 | 2
CC(C)(C)n1c(O)c2ccc(C(=O)N=NC(=O)c3ccccc3)cc2c1O | -1.2 | 15
S=c1[nH]nc(CCSCc2ccccc2)n1-c1ccccc1 | -0.2 | 13
CC(C)(C)c1cc(C(=O)N/N=C/c2ccncc2)n[nH]1 | 0.8 | 6
CCN(CC)CCN(Cc1cc2cc3c(cc2[nH]c1=O)OCO3)C(=S)NCC1CCCO1 (stereo unspecified) | -1.1 | 13
CC1(C)CC(NC(=O)C2CCCCC2)CC(C)(C)N1 | -0.8 | .
CCOc1ccc(/C=C2\SC(=S)N(C(C(=O)O)c3ccccc3)C2=O)cc1OC (stereo unspecified) | -0.8 | 15
CC1CCN(C(=O)C2CCN(S(=O)(=O)c3cccnc3)CC2)CC1 | 1.3 | 22
NCCc1nnc(SCc2ccc(F)cc2)o1 | -0.5 | 18
O=C(c1cc(-c2ccc(Cl)cc2)on1)N1CCN(c2ccccc2)CC1 | 0.0 | 17
CCOC(=O)c1[nH]c(=O)[nH]c1CSCCO | -0.4 | 13
CSc1nc(C)c(C(=O)Nc2ccccc2)c(-c2ccco2)c1C#N | -0.5 | 9
O=C(CSc1ccc(F)cc1)Nc1ccc(Br)cc1 | 0.8 | 20
CC(/C=N/N1CCN(c2ccc(C)cc2)CC1)=C\c1ccccc1 | . | 11
Cc1nc(-c2ccccc2)sc1C(=O)CSc1ccccc1 | -8.8 | 26
COc1ccc(Cl)cc1/C=C/c1ccc2cccc(O)c2n1 | 0.1 | 1
COc1ccc(-n2nc(C(=O)NCC(=O)NCCCN3CCCCCC3)c3ccccc3c2=O)cc1Cl | -3.2 | 28
Nc1cc(=O)[nH]c(SCCNS(=O)(=O)c2ccccc2)n1 | -1.1 | 15
COc1ccc(/C=C/C(=O)O)cc1S(=O)(=O)Nc1ccc2c(c1)OCO2 | -1.3 | 17
Cn1cnc(S(=O)(=O)Nc2ccccc2N2CCOCC2)c1 | -1.5 | 1
CNc1ccc(C(O)(C(F)(F)F)C(F)(F)F)cc1C(O)(C(F)(F)F)C(F)(F)F | -0.5 | 28
O=C(COC(=O)c1ccc2c(c1)S(=O)(=O)c1ccccc1C2=O)NC1CC1 | 0.8 | 51*
CCCCC(=O)Oc1c(S(=O)(=O)c2ccc(C)cc2)c(C)nn1C(C)(C)C | -1.0 | -2
CCCCn1c(N)c(N(CC(C)C)C(=O)CSc2ccc([N+](=O)[O-])cc2)c(=O)[nH]c1=O | -1.4 | 15
C=CCn1c(=O)n2ncnc2c2c3c(sc21)CCCC3 | -1.0 | 13
O=C(NCc1cccc(C(F)(F)F)c1)c1cc(-c2ccccc2)nn1CC1CC(c2cccnc2)=NO1 (stereo unspecified) | -0.3 | 17
Cc1ccc(-n2nc3c(=O)n(CCCC(=O)NCCN4CCN(C)CC4)nc(C)c3c2C)cc1 | 9.6 | 5

(continued)
molecule | STK33 kinase inh | OX1R antag
C=CCn1cc(-c2ccc(Cl)cc2)cc(C#N)c1=O | -1.9 | 31
Oc1c(C(c2ccccn2)N2CCCCC2)cc(Cl)c2cccnc12 (stereo unspecified) | -1.0 | -4
COc1ccccc1NC(=S)NC(C)C(c1cccs1)N1CCOCC1 (stereo unspecified) | 0.6 | 19
CCC(C)NS(=O)(=O)c1ccc(NC(=O)c2c(-c3ccccc3)noc2C)cc1 (stereo unspecified) | -1.7 | 17
O=C(NCc1ccc2[nH]c3c(c2c1)CCCC3)c1ccc(S(=O)(=O)N2CCCCC2)cc1 | -0.7 | -9
CCOc1ccc(C(=O)N2CCn3c2nc2ccccc23)cc1 | -0.3 | 9
O=C(c1ccc(Br)cc1)N(Cc1ccco1)C1CCS(=O)(=O)C1 (stereo unspecified) | -1.3 | 7
CCN(CC(=O)Nc1c(C(=O)OC)[nH]c2ccc(C)cc12)c1ccc2c(c1)OCO2 | 5.0 | 40
C[C@@H]1C[C@@H]2OC(=O)[C@]3(C)[C@H]2[C@@H](OC3(C)O)[C@]2(C)C(=O)CC[C@H]12 (stereo partly specified) | -0.6 | 17
O=C1/C(=C\c2cc([N+](=O)[O-])ccc2O)SC(=S)N1Cc1ccc(Cl)cc1 | 0.9 | 32
Cc1cccc(NC(=O)C2CC(O)CN2C(=O)Oc2ccccc2)c1 (stereo unspecified) | -0.8 | 9
CCc1ccccc1N(CC)C(=O)c1cn(C)c(=O)c2cc(OC)c(OC)cc12 | -0.9 | 25
Cc1ccc(C)c(N(C(=O)CS(=O)CC(=O)Nc2ccc3c(c2)OCO3)C(C)C(=O)NC2CCCC2)c1 (stereo unspecified) | 1.1 | 14
Cc1ccc(C)c(NC(=O)c2oc(=O)c3ccccc3c2-c2ccccc2)c1 | 0.6 | 48
Cc1ccc(-c2onc3ccc(C4(C)OCCO4)cc23)cc1 | -0.4 | -1
Cc1ccc(S(=O)(=O)Cn2nnnc2C(c2ccc(F)cc2)N2CCC(C(N)=O)CC2)cc1 (stereo unspecified) | -1.1 | 15
Cc1ccc(NC(=O)CSc2ccccc2NC(=O)c2ccccc2)cc1Cl | -1.0 | 23
COc1ccc(CNC(=O)Nc2cccc3ccccc23)cc1 | -1.6 | 19
CC(OC(=O)c1cccnc1)C(=O)NCc1ccc2c(c1)OCO2 (stereo unspecified) | -0.2 | 6
COc1ccc(NC(=O)C2CCC(CNS(=O)(=O)c3cccs3)CC2)cc1 (stereo unspecified) | -1.3 | 5
O=C(Cc1cccs1)NCc1cc(Cl)cc(Cl)c1 | -0.3 | -8
Cc1cc(=O)oc2c(C)c(OC(C)C(=O)NCCCn3ccnc3)ccc12 (stereo unspecified) | -1.4 | 6
Cc1cn(C2OC(COC(=O)c3ccccc3)C(O)C2O)c(=O)[nH]c1=O (stereo unspecified) | 2.2 | 6
COc1ccc2c(=O)c3c(=O)n(-c4ccccc4)c(-c4ccco4)nc3oc2c1 | 0.8 | 16
COc1cc(C(=O)NCCC(=O)N2CCN(C)CC2)cc(OC)c1OC | -0.1 | 20

(listing goes on)
Fields – STK33 kinase inh | OX1R antag
> COc1ccc(/C=C/c2ccc3c(Br)ccc(O)c3n2)cc1
  0.4 | -5
> CN(C)c1ccc(-n2cccc2/C=N/n2cnnc2)cc1
  1.0 | 14
> CCn1c(SCC(=O)NCc2ccc3c(c2)OCO3)nc2c(c1=O)SCC2
  0.7 | 30
> CCC(c1nnnn1CS(=O)(=O)c1ccc(C)cc1)N1CCC(C(N)=O)CC1 (stereo unspecified)
  -1.6 | 37
> CCOc1ccccc1Oc1ccc(C(F)(F)F)cn1
  -0.8 | 16
> CC(=O)c1ccc(N2CCN(c3ccc(C(F)(F)F)cn3)CC2)cc1
  -0.6 | 25
> CC(C)c1ccc(NC(=S)N2CCN(C)CC2)cc1
  -0.3 | .
> CCCCC(=O)N(c1ccc(OCC)cc1)C1C=CS(=O)(=O)C1 (stereo unspecified)
  0.3 | 15
> CN(C)C(=O)C1Cc2ccccc2CN1S(=O)(=O)c1ccc(F)cc1 (stereo unspecified)
  . | 7
> O=C(CCCN1C(=O)/C(=C/c2ccccc2)SC1=S)Nc1cccc(O)c1
  -0.6 | 37

Reprinted from the listing, two compounds:
Fields – STK33 kinase inh | OX1R antag
> COc1ccc(/C=C/c2ccc3c(Br)ccc(O)c3n2)cc1
  0.4 | -5
> CN(C)c1ccc(-n2cccc2/C=N/n2cnnc2)cc1
  1.0 | 14

Entries from the list above containing a nitro group on carbon, in the order listed:
Fields – STK33 kinase inh | OX1R antag
> CCN(CC)S(=O)(=O)c1cc([N+](=O)[O-])ccc1N1CCC(C(N)=O)CC1
  -1.4 | 29
> CCCCC(=O)Oc1cc(C)[nH]c(=O)c1[N+](=O)[O-]
  -2.6 | 15
> CCCCn1c(N)c(N(CC(C)C)C(=O)CSc2ccc([N+](=O)[O-])cc2)c(=O)[nH]c1=O
  -1.4 | 15
> O=C1/C(=C\c2cc([N+](=O)[O-])ccc2O)SC(=S)N1Cc1ccc(Cl)cc1
  0.9 | 32

(more compounds)
Fields – STK33 kinase inh | OX1R antag
> Cc1cc(C(=O)CN2C(=O)c3ccccc3S2(=O)=O)c(C)n1CC1CCCO1 (stereo unspecified)
  -3.9 | 10
> Clc1ccc(-c2csc(N/N=C/c3ccco3)n2)cc1
  -1.6 | 2
> CCOC(=O)Cn1c(CN(C)Cc2ccccc2)nc2c1c(=O)n(C)c(=O)n2C
  -1.1 | 2
> CCOC(=O)c1ccccc1NC(=S)N1CCN(C2CCCCC2)CC1
  -1.0 | 1
> Cc1nc2[nH]c(=O)c3c(n2n1)NC1=C(C(=O)CC(C)(C)C1)C3c1ccccc1 (stereo unspecified)
  -1.7 | 12
> CCOc1ccccc1Oc1cn[nH]c1-c1ccc(OC)cc1O
  -0.9 | 2
> COCCCNC(=O)CSc1c2c(nc3ccc(Cl)cc13)CCCC2
  0.7 | 18
> Cc1ccc(/C=C/C(=O)c2ccc(C)cc2)cc1
  0.6 | 14
> COc1ccc(S(=O)(=O)NC(C(C)C)C(C)C)cc1OC
  -2.4 | 8
> CCOC(=O)N1CCN(C(=O)COc2ccccc2Cl)CC1
  -1.3 | 9

Exported with the structure last: part of the list above
STK33 kinase inh	OX1R antag	compound
0.6	14	Cc1ccc(/C=C/C(=O)c2ccc(C)cc2)cc1
-2.4	8	COc1ccc(S(=O)(=O)NC(C(C)C)C(C)C)cc1OC
-1.3	9	CCOC(=O)N1CCN(C(=O)COc2ccccc2Cl)CC1

The list continues.
Fields – STK33 kinase inh | OX1R antag
> CN(C)c1ccc(NS(=O)(=O)c2cc3c4c(c2)CC(=O)N4CCC3)cc1
  0.8 | 4
> CN(c1ccccc1)S(=O)(=O)c1ccc(Cl)c(C(=O)OCC(=O)NC2CCS(=O)(=O)C2)c1 (stereo unspecified)
  0.0 | 6
> O=S(=O)(c1cccc(-c2csc(-c3cccnc3)n2)c1)N1CCOCC1
  -1.0 | 25
> CCc1cc(C(c2ccncc2)N2CCN(C)CC2)c(NC(=O)c2ccccc2)s1 (stereo unspecified)
  -0.2 | 16
> Cc1cccc(-n2nnnc2SCC(=O)NC2CCCC2)c1
  0.6 | 11
> Cc1cccn2c(=O)c(/C=N/O)c(Nc3ccccc3F)nc12
  -0.2 | 15
> C=C1CCN([C@@H](Cc2ccccc2)C(=O)NCc2ccccc2)S(=O)(=O)c2ccccc21
  0.5 | 43
> Cc1c(NC(=O)COC(=O)c2cc3c4ccccc4n(C)c3s2)c(=O)n(-c2ccccc2)n1C
  -1.4 | 9
> O=C(N/N=C/c1ccccc1)C(=O)N/N=C/c1ccccc1
  -0.4 | 8
> COc1ccc(-c2nnc(SCc3ccccn3)n2C)cc1
  -0.9 | 23
> Cc1ccc2[nH]c(=O)c(CN(C(=O)c3cccc([N+](=O)[O-])c3)C(C)C)cc2c1
  -0.3 | 51*
> O=C(COC(=O)c1cc(Cl)nc(Cl)c1)NCCc1ccc(F)cc1
  -1.0 | 3
> CCn1ccnc1CN(C)C(=O)c1cc(COc2c(F)cccc2F)on1
  -0.9 | 6

Retrieved by compound from above (2):
Fields – STK33 kinase inh | OX1R antag
> CN(C)c1ccc(NS(=O)(=O)c2cc3c4c(c2)CC(=O)N4CCC3)cc1
  0.8 | 4
> Cc1ccc2[nH]c(=O)c(CN(C(=O)c3cccc([N+](=O)[O-])c3)C(C)C)cc2c1
  -0.3 | 51*
